Screening results (PubChem BioAssay)
Lipid storage S3 = qHTS Assay for Lipid Storage Modulators in Drosophila S3 Cells; Drosophila S3 cells, BODIPY lipid droplet fluorescence, 18-24 h; cells fed with added oleic acid; 0.64% of 320,000 active; Potency in µM for hits, for the others lipid storage change, negative = inhibition, % at the top dose, mostly 46.1 µM; active = well fitted inhibition curve with a large enough effect in the signal ratio, with a control signal flat, not every such curve was filed as active; inconclusive = small, poorly fitted or top-dose-only effect, or effect the other way, or a change in a side signal; the % refers to the signal ratio
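Laser-scanning cytometry quantifies lipid droplet accumulation (500–530 nm total intensity; droplet/cell object ratio) in oleic acid-fed (400 uM added) Drosophila S3 cells treated with a concentration series. 20 uM Triacsin C defined 100% inhibition.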
Lipid storage S3 cell count max = also measured in Lipid storage S3; calls as there; cell number change, %; measured here: cell count max response;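 cells counted by Cell Tracker Red CMTPX staining in the red channel; peak over a dose series mostly up to 46.1 µM; percent activity relative to internal control wells on each plate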
Starred values were filed as active, the others as inactive; i = inactive; ? = inconclusive; . = not tested or not shown; [ ] = remark or other dose. % is scaled to controls: 0 for no effect and ±100 for the full control effect; potency is read from the fitted curve at half-maximal effect. An excerpt (hit frequency here may not be typical).

SMILES	Lipid storage S3	Lipid storage S3 cell count max
O=C(COC(=O)c1cccc(S(=O)(=O)NCc2ccccc2)c1)c1ccc2c(c1)OCCO2	12%	3
COc1cccc(NC(=O)CCc2nnc3ccc(N4CCC(C)CC4)nn23)c1	i	-13
Cn1nnnc1SCC(=O)Nc1ccccc1C(=O)NC1CC1	?	.
CC1Cc2ccccc2N1C(=O)CSc1nc(-c2ccccc2)cs1 (stereo unspecified)	-7%	7
CCCCCCCCOC(=O)c1c(CSC(=N)N)n(C)c2cc(Br)c(OC(C)=O)cc12	?	.
COc1cccc(CC(=O)N2CCN(S(=O)(=O)c3ccc(Br)cc3)CC2)c1	i	.
O=C(COc1ccccc1[N+](=O)[O-])NNC(=O)Nc1cccc2ccccc12	0%	14
Cc1ccc(CNC(=O)CCCn2nc(C)n3ccnc3c2=O)cc1	?	.
O=C(CCN1C(=O)C2CCCCC2C1=O)Nc1nc2ccc(F)cc2s1 (stereo unspecified)	i	-2
COCCN(Cc1ccccc1)C(=O)c1ccc(C(=O)c2ccccc2)cc1	?	.
Cc1ccc2c(CC(=O)Nc3cccc(S(=O)(=O)N4CCOCC4)c3)coc2c1	i	-15
N#C/C(=C/c1ccc(N2CCOCC2)o1)C(=O)N1CCOCC1	?	.
O=C(NC1CC(=O)c2sccc21)c1cccc(C(F)(F)F)c1 (stereo unspecified)	?	.
CCCCn1c(N)c(N(CCOC)C(=O)CSc2ccc([N+](=O)[O-])cc2)c(=O)[nH]c1=O	i	4
Cc1ccccc1C(=O)NCC(=O)OCCCOC(=O)CNC(=O)c1ccccc1C	?	.

The list goes on; the last 2 above are carried over.
SMILES	Lipid storage S3	Lipid storage S3 cell count max
CCCCn1c(N)c(N(CCOC)C(=O)CSc2ccc([N+](=O)[O-])cc2)c(=O)[nH]c1=O	i	4
Cc1ccccc1C(=O)NCC(=O)OCCCOC(=O)CNC(=O)c1ccccc1C	?	.
CC(C)(C)NS(=O)(=O)c1ccc2c(c1)oc(=O)c1cc(S(=O)(=O)NC(C)(C)C)ccc12	i	-3
CC(=O)c1cccc(NC(=O)N2CCOCC2)c1	?	.
COc1cccc(NC(=O)CN(C)C(=O)CCNC(=O)c2ccccc2Cl)c1	?	.
COc1cccc(=O)c2c(C)n(CC(=O)c3ccccc3)c(C)c12	?	.
CC(=O)NC1N=C(C)N(c2ccccc2)C1=O (stereo unspecified)	?	.
COc1ccc(C(=O)c2c(C)oc3cc([N+](=O)[O-])c(O)c([N+](=O)[O-])c23)cc1	0%	.
COc1ccc(-c2cc(=O)[nH][nH]2)cc1	?	.
CCOC(=O)C(NCCc1ccccc1)(NC(=O)CC)C(F)(F)F (stereo unspecified)	-1%	0
O=S(=O)(Nc1ncccn1)c1ccc(NC(=S)NCCc2ccccc2)cc1	3%	14
O=C(NC1CCCCC1)c1c(O)nc2sccn2c1=O	?	.
CC(=O)c1cc2c(cc1NC(=O)c1cc(C)nn1-c1ccccc1)OCO2	?	.
CCOC(=O)COc1ccc(S(=O)(=O)NCC2CCCO2)cc1 (stereo unspecified)	1%	-20
O=C(CNc1cc(S(=O)(=O)N2CCOCC2)ccc1NCC1CCCO1)Nc1ccc(C(F)(F)F)cc1 (stereo unspecified)	20%	-3
CCC(CC)c1nnc(NS(=O)(=O)Cc2ccccc2)s1	i	.
CCOc1ccc2nc(COC(=O)c3cccs3)c(C(C)=O)[n+]([O-])c2c1	9%	7

Brought forward from above: two entries, then new ones.
SMILES	Lipid storage S3	Lipid storage S3 cell count max
CCC(CC)c1nnc(NS(=O)(=O)Cc2ccccc2)s1	i	.
CCOc1ccc2nc(COC(=O)c3cccs3)c(C(C)=O)[n+]([O-])c2c1	9%	7
O=c1cc(CSc2ccc(S(=O)(=O)N3CCCCC3)cn2)nc2sccn12	?	.
Cc1cc(SCC(=O)c2cccs2)n2nc(C)c(-c3ccc(Cl)cc3)c2n1	-48%	12
C/C(=N\N1C(C)CCCC1C)c1ccccc1O (stereo unspecified)	?	.
COc1ccc(-n2nc3c(c2NC(=O)C2CCCC2)CS(=O)(=O)C3)cc1	-12%	.
COc1cccc(-c2noc(-c3ccc(Cl)nc3)n2)c1	?	.
CC1=CCC(C(=O)O)(C(=O)N/N=C/c2cccnc2)C(c2ccccc2)C1 (stereo unspecified)	9%	7
CCOC(=O)C1CCCN(Cc2nc(Cc3cccc(F)c3)no2)C1 (stereo unspecified)	?	.
CCc1nn(C(CC)C(=O)NCc2cccs2)c(=O)c2cc3occc3n12 (stereo unspecified)	i	-5
O=C1CCCS(=O)(=O)c2ccccc21	?	.
O=C(Nc1cccc(Cl)c1)C1COc2ccccc2O1 (stereo unspecified)	?	.
Cc1cc(S(=O)(=O)Nc2c(C(=O)O)[nH]c3ccccc23)ccc1F	?	.
CC(C)CCCCCCNC(=S)Nc1ccc(S(=O)(=O)N2CCOCC2)cc1	?	.
CCN(Cc1nc2ccccc2c(=O)[nH]1)C(=O)c1cccc(OCc2c(C)noc2C)c1	25%	-23
Cc1cc(C2C(=O)C(C(=O)c3ccc(Cl)cc3)C(=O)CC2(C)C)on1 (stereo unspecified)	17%	20
O=C(Cc1ccc(-n2c(=O)c3ccccc3n(Cc3ccccc3F)c2=O)cc1)NCC1CCCO1 (stereo unspecified)	?	.
CC1CCC2C(C1)Nc1c(C(=O)O)cccc1C2(C)C (stereo unspecified)	-18%	-19
O=C(NCc1ccc(F)cc1)c1cnc2sccn2c1=O	?	.
O=C(N/N=C/c1cccnc1)c1cc(Br)ccc1O	i	.
O=C(CP(=O)(c1ccccc1)c1ccccc1)Nc1nc2ccccc2s1	-8%	-6
COC(=O)c1cn(C(=O)c2ccc(OC)cc2)c2ccccc12	?	.
O=C(CCSc1nnc2scc(-c3ccccc3)n12)Nc1nc(-c2ccccc2)ns1	10%	0
Nc1c(C(=O)NCCC2=CCCCC2)sc2ccc(S(=O)(=O)N3CCCCC3)cc12	19%	-18
CCCNC(=O)C(Cc1ccc(OC)cc1)NC(=O)c1ccc(C#N)cc1 (stereo unspecified)	?	.
O=C(Nc1ccon1)C1CCN(S(=O)(=O)c2cccs2)CC1	2%	9
CC(C)(CN1CCCC1)NS(=O)(=O)c1ccc(Cl)cc1	?	.
S=c1[nH]nc(CNc2cccc(Cl)c2)o1	4%	6
CC(=O)c1c(C)[nH]c(C(=O)N(CCc2ccccc2)Cc2ccccc2)c1C	-13%	-19
CCC(=O)Nc1nnc(Sc2ccc(N(C)C)cc2)s1	-10%	-12
CCOc1cc(CNc2ccc3c(c2)CCC3)ccc1O	?	.
COCCCn1c(C)nnc1SCC(=O)Nc1cccc(C)c1	?	.
COc1ccc(OC)c(C2CC(=O)c3c([nH]c(C(=O)OCC4CCCO4)c3C)C2)c1 (stereo unspecified)	?	.
COc1cccc(CN(C)C(=O)c2cc(COc3c(F)cccc3F)on2)c1	9%	2
CCOC(=O)c1[nH]nc2c1C(=O)N(Cc1ccccc1)C2=O	10%	1
Cc1ncsc1CCSc1n[nH]c(=O)n1-c1ccccc1	?	.
CCc1nnc(NC(=O)CCC(=O)NCCc2ccc(OC)c(OC)c2)s1	?	.
CC1(C)CC(=O)C2=C(C1)N(Cc1cccnc1)C(=O)C2(NC(=O)c1cccnc1)C(F)(F)F (stereo unspecified)	?	.
COCCN(C(=O)CSc1nc2nc(C)cc(C)n2n1)c1c(N)n(Cc2ccccc2)c(=O)[nH]c1=O	-2%	3
Cc1c(C(=O)N2CCOCC2)sc(NC(=O)C(C)C)c1C#N	?	.
CCCC(C(=O)NCc1ccco1)N(C(=O)CNS(=O)(=O)c1ccc(Cl)cc1)C1CCCC1 (stereo unspecified)	i	.
O=C(C1CCCN(S(=O)(=O)c2ccc(Br)s2)C1)N1CCN(c2ccccc2)CC1 (stereo unspecified)	?	.
c1cncc(-c2nc(-c3ccco3)cs2)c1	?	.
CCC(C)NC(=O)c1ccc(C2SCC(=O)N2Cc2ccccc2)cc1 (stereo unspecified)	3%	15
C/C=C(\C)C(=O)N1CC2(CC(c3cccc(NC(=O)CCCCC)c3)=NO2)C[C@@H]1C(N)=O (stereo partly specified)	-14%	-7
COc1ccc(CN(C)C(=O)C2CSC3(C)CCC(=O)N23)cc1OC (stereo unspecified)	?	.
COC(=O)c1c(C)oc2c1cc(NS(=O)(=O)c1ccc(C(=O)O)cc1)c1ccccc12	i	12

Arranged by value in Lipid storage S3 (high to low): 5 from the list above
SMILES | Lipid storage S3 | Lipid storage S3 cell count max
CCOC(=O)c1[nH]nc2c1C(=O)N(Cc1ccccc1)C2=O | 10% | 1
COc1cccc(CN(C)C(=O)c2cc(COc3c(F)cccc3F)on2)c1 | 9% | 2
CCC(C)NC(=O)c1ccc(C2SCC(=O)N2Cc2ccccc2)cc1 (stereo unspecified) | 3% | 15
COCCN(C(=O)CSc1nc2nc(C)cc(C)n2n1)c1c(N)n(Cc2ccccc2)c(=O)[nH]c1=O | -2% | 3
C/C=C(\C)C(=O)N1CC2(CC(c3cccc(NC(=O)CCCCC)c3)=NO2)C[C@@H]1C(N)=O (stereo partly specified) | -14% | -7

Continued.
SMILES	Lipid storage S3	Lipid storage S3 cell count max
Cc1cnc(C(=O)OCC(=O)Nc2ccc(C)c(S(=O)(=O)N3CCCCC3)c2)cn1	8%	1
O=C(Cn1nnc(-c2ccccc2)n1)c1ccccc1	14%	-25
CCCCn1c(=O)n(CC(=O)Nc2ccc(C)c(Cl)c2)c(=O)c2c1ncn2Cc1ccco1	?	.
COc1ccccc1N1CCN(C(=O)CSc2nnc(NC(=O)C(C)C)s2)CC1	?	.
COc1cc(Cl)c(C)cc1NC(=O)CN(C)Cc1cccc(OC)c1OC	?	.
Cc1oc(-c2cccs2)nc1CS(=O)CC(=O)NCCCN1CC(C)CC(C)C1 (stereo unspecified)	?	.
CCCCN1C(=O)Nc2ccccc2S1(=O)=O	17%	12
CCOc1ccc(S(=O)(=O)N(C)c2ccc(OCC(=O)NCc3cccnc3)cc2)cc1	?	.
CCOC(=O)c1c(C)n(CC)c2c1cc(O)c1ccccc12	i	-6
O=C(CCc1cn(Cc2ccc(F)cc2)c2ccccc12)N1CCOCC1	?	.
O=C(NCCN1CCCC1)c1ccc2c(c1)N(Cc1ccccc1)C(=O)c1ccccc1S2(=O)=O	i	.
COc1ccc(S(=O)(=O)n2ccnc2C)c(C)c1C	i	6
COc1ccc(N2CCN(C(=O)COC(=O)Cc3ccc(F)cc3)CC2)cc1	2%[0.0737 µM]	-3
CC(C)C(c1nnnn1Cc1ccccc1)N1CCC(C(N)=O)CC1 (stereo unspecified)	?	.
Cc1cc(C)c2nc(-c3ccccn3)cc(C(=O)Nn3cnnc3)c2c1	?	.
COc1ccc(-c2cc(C#N)nc(NN)n2)cc1	1%	12
COc1ccc(C2c3[nH]c4ccccc4c3CCN2C(=O)c2ccc(=O)n(C)n2)c(F)c1 (stereo unspecified)	2%	2
Cc1cc(C(C)(C)C)oc1C(=O)N1CCN(C(=O)c2oc(C(C)(C)C)cc2C)CC1	?	.
Cc1cc(Nc2ccccc2N2CCOCC2)n2ncnc2n1	?	.
Cc1ccc2c(CC(=O)OC(C)C(=O)NCc3ccc4c(c3)OCO4)coc2c1 (stereo unspecified)	21%	3
O=C(Nc1nnc(S(=O)(=O)N2CCCCCC2)s1)c1ccc(Cl)cc1	?	.
N=c1n(CCCOc2ccccc2Cl)c2ccccc2n1CC(N)=O	1%	16
CN1CCN(c2nc3c(c(=O)[nH]c(=O)n3C)n2CCCSc2ncccn2)CC1	?	.
CCOC(=O)C(=O)NC(C)c1ccccc1 (stereo unspecified)	?	.
COc1cc2c(cc1OC)C(c1cc3cc4c(cc3[nH]c1=O)OCO4)N(C(=O)C(C)C)CC2 (stereo unspecified)	6%	13
CCC(C)[C@H](N)c1nnc(SCc2cccc(F)c2)o1 (stereo partly specified)	?	.
O=C(Nc1ccccc1OC(F)F)c1ccc(-n2cncn2)c([N+](=O)[O-])c1	?	.
COc1cc(C)ccc1OCc1cc(C(=O)N2CCCCCC2)no1	?	.
O=C(NCC(c1ccco1)N1CCc2ccccc21)C(=O)Nc1ccccc1F (stereo unspecified)	0%	.
O=C(CN1CCN(S(=O)(=O)c2ccc(Br)cc2)CC1)Nc1ccc(F)cc1	i	.
COc1ccccc1CNC(=O)CSc1nc2nc(C)cc(C)n2n1	?	.
CCn1nnnc1SCCSc1nnnn1CC	?	.
Cc1nn(Cc2ccccc2)c(C)c1NC(=O)Cn1nc([N+](=O)[O-])c(Cl)c1C	-9%	5
CCCCOC(=O)Nc1nnc(Cc2ccc(Cl)cc2)s1	-22%	-10
CC(OC(=O)c1cccs1)C(=O)NCc1cccs1 (stereo unspecified)	?	.

Record cards (already shown). Order of values: Lipid storage S3 | Lipid storage S3 cell count max
Shown for Cc1c(C(=O)N2CCOCC2)sc(NC(=O)C(C)C)c1C#N : ? | .
Shown for Cc1ncsc1CCSc1n[nH]c(=O)n1-c1ccccc1 : ? | .
Shown for COc1ccc(S(=O)(=O)n2ccnc2C)c(C)c1C : i | 6
Shown for COc1ccccc1N1CCN(C(=O)CSc2nnc(NC(=O)C(C)C)s2)CC1 : ? | .
Shown for Cc1cc(Nc2ccccc2N2CCOCC2)n2ncnc2n1 : ? | .
